# From PubChem BioAssay
# USP2a inh – blocks human ubiquitin-specific protease USP2a. Potency, µM (top dose mostly 38.3 µM), inactives show at the highest dose activity change, negative = inhibition, hits mostly inhibitors. AID 463254. USP2 core, Ub-CHOP2 coupled fluorogenic reporter, 485/531. 330,000 compounds, 0.01% hits;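 note: potency is the fitted concentration of half-maximal effect; plate controls were DMSO wells for no effect and full inhibition by NEM control for full effect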
#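 Cell-free coupled assay: 10nM USP2 core preincubated 30min RT with compound in Tris-HCl pH 8.0/CaCl2/CHAPS buffer, then 25nM Ub-CHOP2 and 25nM reporter substrate; fluorescence (Ex 485/Em 531) read after 60min RT, normalized to NEM inhibition, concentration-response curves fitted.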
# Giardia killer – kills Giardia lamblia; Giardia lamblia trophozoite viability; activity change, % at 7.66 µM, hits read low; 340,000 compounds, 0.15% hits; AID 540267; in the data active = activity change below about -80%; inconclusive = between about -30% and that limit;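 note: parasites exposed to compound for two days anaerobically before the ATP read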
#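 ATP-content bioluminescence gauges trophozoite survival. Cells (100/well) receive compound and incubate anaerobically for 48 hrs at 37 deg C; detection reagent follows for 15-30 min at room temperature.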
# KCNH2 3.1 block – inhibitors of human KCNH2 3.1 potassium channel isoform; U2OS KCNH2 3.1, thallium flux FluxOr; stronger effect = lower value; activity change, % (tested at about 1.8 µM); 340,000 compounds, 0.95% hits; AID 720553;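 active = maximum activity change below -70%; inconclusive = maximum activity change from -70% to -50%; inactive = maximum activity change above -50%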;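 note: thallium influx rate constant from kinetic fluorescence after stimulation buffer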
#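 We transduce U2OS cells with the mutant 3.1 virus, culture them overnight, load FluxOr with Red40 quencher for 45 min, then add stimulation buffer and read kinetically for 2 min to derive a normalized rate constant.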
# PKM2 act – activators of human pyruvate kinase M2 | P14618 | Potency, µM (titrated, usually from 57.5 µM), for inactives: top-dose activation, usual class: activators | AID 1631 | 260,000 compounds, 0.34% hits | purified PKM2, Kinase-Glo ATP luminescence, activation; response scale: 0% is enzyme alone, no compound; note: potency is the fitted concentration of half-maximal effect; nearly all actives have a fitted effect of over 55% in size
#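 ATP formation by purified human PK-M2, quantified via coupled luciferase luminescence after 1 h at room temperature with 0.1 mM ADP and 0.5 mM PEP final.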
# FBPA coupling cs – coupling enzyme interference in Giardia aldolase counter-screen; coupling enzyme system counterscreen, AmpLite Red fluorescence; activity change, negative = inhibition, % at 58.2 µM, hits read low; AID 2472; 290,000 compounds, 0.67% hits; in the data active = activity change below about -30%
#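 Counterscreen lacking aldolase: glyceraldehyde-3-phosphate coupling-enzyme reagent preincubated 10 min at RT with compound (at 57.5 uM final), then substrate/coupling system with AmpLite Red added; fluorescence read at 525/598 nm after 20 min RT.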
# uPA generation – cell surface uPA generation inhibition; cell surface uPA generation assay, qHTS; Potency, µM (series often up to 38.3 µM), inactives show at the top dose activity change, negative = inhibition, most hits filed as inhibitors; 330,000 compounds, 0.31% hits; AID 540303; active = well fitted inhibition curve with a large enough effect; inconclusive = small, poorly fitted or top-dose-only effect; inactive = no such curve, though single readings can be large or run the other way; tested in mouse RAW 264.7 cells; note: potency is the fitted concentration of half-maximal effect; nearly all actives have a fitted effect of over 55% in size
# Eya2 inh – blocks the phosphatase activity of human Eya2 | recombinant Eya2, OMFP fluorescence dephosphorylation (OMFP is methylfluorescein phosphate) | 330,000 compounds, 0.006% hits | O00167 | Potency, µM (doses to about 76.9 µM), for the others: top-dose activity, negative = inhibition, actives largely listed as inhibitors; note: potency is the fitted concentration of half-maximal effect
#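 Eya2 protein (added as 0.2 uM solution) was preincubated with compound for 10 min at ambient temperature in 50 mM HEPES pH 7.5, 50 mM NaCl, 5 uM MgCl2, 0.05% BSA, 1 mM DTT. OMFP (added at 50 uM) then reacted 10 min; fluorescence read at 485/525 nm.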
# B2AR arrestin – recruits beta-arrestin to the human beta2-adrenergic receptor. 330,000 compounds, 0.02% hits. P07550. Potency, µM (series often up to 46.1 µM), without a hit: at the highest dose activation, actives largely listed as activators. beta-arrestin recruitment to beta2AR, cell-based reporter. AID 492947;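 note: potency is the fitted concentration of half-maximal effect; 0% = DMSO controls and full agonism = EC100 isoproterenol or metaproterenol; nearly all actives have a fitted effect of over 65% in size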
# BCR signal inh – chronic active BCR signaling inhibition | ABC-DLBCL IkBa-CBG/CBR reporter, luminescence ratio, 4 h | Potency, µM (doses to about 46.1 µM), inactives show top-dose ratio change, negative = lower green/red ratio, usual class: inhibitors | 340,000 compounds, 0.05% hits; active = well fitted inhibition curve with a large enough effect in the signal ratio, with a control signal flat, not every such curve was filed as active; inconclusive = small, poorly fitted or top-dose-only effect, or effect the other way, or a change in a side signal; the % refers to the signal ratio;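 note: potency is the fitted concentration of half-maximal effect; plate controls were basal doxycycline-induced cells for no effect and cells given 10 µM MG132 for full effect; MG132 reads +100%, hits lower the ratio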
#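 TMD8 human ABC-DLBCL cells with doxycycline-inducible IκBα–green luciferase fusion and unfused red luciferase, in 0.5% FBS medium; compounds up to 46 uM, 4 h at 37C. Green/red luminescence ratio, filter-overlap corrected, fitted to concentration-response curves.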
# hERG WT inh – blocks the wildtype human KCNH2 potassium channel | U2OS, BacMam KCNH2, thallium flux FluxOr; stronger effect = lower value | AID 720551 | activity change, % at 1.84 µM | 340,000 compounds, 0.37% hits;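 active = maximum activity change below -70%; inconclusive = maximum activity change between -70% and -50%; inactive = maximum activity change above -50%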
#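 U2OS cells transduced with wild-type KCNH2 virus are loaded with FluxOr dye for 45 min, and thallium flux is measured in kinetic reads before and after stimulation buffer. Rate constants are normalized to DMSO controls.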
# GALK inhibitor – inhibitors of human galactokinase. P51570. Purified GALK, Kinase-Glo residual ATP luminescence. Potency, µM (titrated, usually from 57.5 µM), for inactives: top-dose activity change, negative = inhibition, hits mostly inhibitors. 270,000 compounds, 0.007% hits. AID 1868; note: potency is the fitted concentration of half-maximal effect
# Target sequence (P51570 whole entry, looked up): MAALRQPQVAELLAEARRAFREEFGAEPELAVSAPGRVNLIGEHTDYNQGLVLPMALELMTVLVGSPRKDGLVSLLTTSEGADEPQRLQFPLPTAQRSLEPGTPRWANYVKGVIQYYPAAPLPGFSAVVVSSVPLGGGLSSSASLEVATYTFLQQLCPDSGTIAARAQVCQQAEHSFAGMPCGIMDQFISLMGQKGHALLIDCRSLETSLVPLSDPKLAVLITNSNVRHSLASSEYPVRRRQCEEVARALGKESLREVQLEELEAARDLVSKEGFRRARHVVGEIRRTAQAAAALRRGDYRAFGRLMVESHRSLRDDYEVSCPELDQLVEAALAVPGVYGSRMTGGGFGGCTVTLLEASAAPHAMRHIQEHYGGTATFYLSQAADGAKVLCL
#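 5 nM enzyme, 35 uM ATP, 100 uM galactose, 20 mM HEPES pH8.0, 5 mM MgCl2; 1 h RT; residual ATP by Kinase-Glo Plus luminescence, qHTS format.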
# Numbers without * were called inactive; ? = inconclusive; . = not tested or not shown; [ ] = another dose, or the depositor's remark. Unless noted, calls come from the whole dose curve; as a rule, active = well fitted curve in the direction sought with a large enough effect; inconclusive = small, poorly fitted or top-dose-only effect, or another doubt; inactive = no such curve, though single readings can be large; an effect the other way counts as inactive or inconclusive. Unless noted, % is set by controls: 0 for no effect and ±100 for the full control effect. Outcome played no part in choosing rows (roughly 2.4% active in at least one column).
SMILES,USP2a inh,Giardia killer,KCNH2 3.1 block,PKM2 act,FBPA coupling cs,uPA generation,Eya2 inh,B2AR arrestin,BCR signal inh,hERG WT inh,GALK inhibitor
O=C(c1cccc(F)c1F)N1CCCC1,1.6%,-24.4,9.5,-0.7%,2.5,5.5%,3.6%,-1.0%,0.3%,-10.8,-3.2%
O=S(=O)(c1ccc(F)cc1)N1CCN(C(=S)NCC2CCCO2)CC1 (stereo not given),0.6%,-6.3,29.2,.,.,1.9%,9.6%,-0.2%,2.6%,1.6,.
Cc1cc(NC(=O)COC(=O)C2CC2)ccc1Br,-0.9%,13.0,-10.2,.,.,-13.1%,8.0%,-0.1%,0.9%,0.4,.
C/C(=C\C(=O)c1ccccc1)NCc1ccc(F)cc1,-6.9%,-21.0,-18.6,-11.0%,0.2,5.7%,-3.9%,2.9%,-0.3%,-8.3,2.8%
COC(C(=O)Nc1ccccc1F)c1ccccc1 (stereo not given),-0.8%,3.4,1.5,-11.0%,-0.4,-3.5%,30.4%,-0.2%,2.7%,12.0,0.6%
O=C(O)/C(=C1/OC(=O)c2ccccc21)c1ccccc1,0.1%,2.8,-5.3,2.8%,-2.2,0.9%,27.5%,-0.5%,-0.4%,0.5,0.2%
COCCNC(=O)/C(C#N)=C/c1ccc(C(=O)O)cc1,-0.9%,-25.3,11.9,-8.9%,-1.6,5.4%,-29.4%,0.0%,3.1%,-7.0,15.4%
O=C(COC(=O)C1CCC1)Nc1ccc(Cl)cn1,0.6%,-5.0,5.7,.,.,3.5%,1.4%,-0.4%,3.7%,-0.6,.
CCOC(=O)C1CCCCN1Cc1cc(Cl)ccc1O (stereo not given),2.2%,2.8,6.0,0.0%,0.2,.,-25.8%,0.3%,?,1.8,-0.7%
CCc1ccc(C(=O)NNC(=O)CCc2nc3ccccc3c(=O)[nH]2)cc1,2.7%,5.0,0.8,.,.,-0.5%,-0.6%,-0.1%,-0.5%,3.3,.
Cc1cc(C)c2c(c1)c(C)cc1nnc(SCC(=O)c3cccs3)n12,2.6%,7.4,3.7,-0.1%,0.8,4.1%,20.2%,-0.9%,?,-2.7,3.0%
CC(C)C(=O)NNC(=O)CSc1nc(C2CCCCC2)nc2ccccc12,2.4%,-5.6,5.7,1.6%,2.2,1.0%,1.1%,-0.1%,-1.2%,2.8,0.6%
Cc1cc(O)ccc1Nc1nc(-c2sc(N)nc2C)cs1,-0.8%,3.2,7.3,14.0%,5.4,.,5.1%,-0.1%,?,13.3,0.7%
CCOC(=O)C1=CN(Cc2ccco2)S(=O)(=O)N(CC)C1c1ccc(F)c(Cl)c1 (stereo not given),-10.2%,-1.7,18.5,.,.,-17.3%,3.8%,0.1%,?,4.4,.
CN(C(=O)c1cc2sccc2n1C)C1CCCCC1,-2.2%,-12.8,27.2,0.0%,1.3,.,-0.9%,-0.3%,?,-10.4,-2.5%
O=[N+]([O-])c1cc([N+](=O)[O-])c(Oc2cc(Cl)ccc2Cl)cc1NC1CCCCCCC1,0.8%,0.3,3.4,-0.7%,2.1,-2.7%,6.0%,-1.1%,-15.3%,7.0,.
O=C(NCCc1ccccc1)C1CCCN1C(=O)Nc1ccccc1 (stereo not given),0.2%,-22.8,-15.0,1.1%[11.5 µM],-0.3,16.0%,4.8%,0.3%,0.0%,-0.1,-5.9%
O=C(CCc1nnc(CCC2CCCCC2)o1)NCc1ccon1,3.1%,-7.8,9.3,0.4%,2.8,-0.1%,0.9%,-0.7%,-0.5%,3.2,3.7%
COc1cc(NC(=O)COC(=O)c2ccc3ccccc3n2)cc(OC)c1,0.8%,-2.1,-5.8,.,.,-3.0%,-5.7%,-0.1%,-6.8%,-6.8,.
COc1ccccc1NNC(=O)c1cc(C(C)(C)C)nn1Cc1ccccc1,-1.3%,3.5,1.9,-8.8%,-0.2,8.5%,6.8%,0.2%,?,-1.2,0.1%
